Screens from PubChem.
Keap1 Nrf2 FP: disrupts human Keap1 binding to Nrf2 peptide | Q14145 | Keap1 Kelch-Nrf2 peptide fluorescence polarization, 1536-well | inhibition, % at 9.4 µM | 340,000 tested, 0.15% active | AID 504523; in the data active = inhibition above about 12%;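 also: human Keap1 Kelch domain with fluorescein labeled Nrf2 9mer peptide probe; 0% = neutral control wells and 100% = peptide positive control; higher means more block of Keap1 binding to Nrf2 peptide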
Target sequence (Q14145 whole entry, looked up, the tested form may be a part): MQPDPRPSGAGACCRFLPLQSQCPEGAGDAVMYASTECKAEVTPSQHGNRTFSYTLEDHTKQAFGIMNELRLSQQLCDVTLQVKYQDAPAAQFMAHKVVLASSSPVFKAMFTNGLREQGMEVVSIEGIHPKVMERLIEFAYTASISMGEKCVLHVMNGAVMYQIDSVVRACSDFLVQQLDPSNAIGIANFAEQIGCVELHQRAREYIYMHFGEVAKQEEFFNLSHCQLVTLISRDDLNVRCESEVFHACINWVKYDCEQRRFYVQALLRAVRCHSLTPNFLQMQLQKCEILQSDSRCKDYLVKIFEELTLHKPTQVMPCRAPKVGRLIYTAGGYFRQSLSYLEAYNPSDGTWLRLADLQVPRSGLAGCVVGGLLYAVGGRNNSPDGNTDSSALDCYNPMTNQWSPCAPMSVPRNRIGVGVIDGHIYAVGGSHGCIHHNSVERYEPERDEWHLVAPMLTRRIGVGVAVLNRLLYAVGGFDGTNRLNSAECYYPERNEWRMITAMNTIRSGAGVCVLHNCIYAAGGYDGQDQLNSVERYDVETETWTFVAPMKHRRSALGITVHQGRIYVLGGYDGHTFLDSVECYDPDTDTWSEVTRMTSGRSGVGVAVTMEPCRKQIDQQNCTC
C-LANA FP: blocks KSHV LANA C-terminal domain binding to DNA; MBP-C-LANA/FAM-LBS DNA binding, fluorescence polarization; inhibition, % at 9 µM; 340,000 tested, 0.078% active;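 active = highest replicate inhibition at or above 60% at 9 µM, even if other replicates fall short; inactive = all replicates below 60% inhibition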;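 also: 0% = neutral control wells and 100% = 4 µM acridine orange control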
RTF Ca sens act: increases calcium sensitivity of human cardiac regulated thin filaments; P19429+P45379; IANBD-labeled TnC RTF fluorescence at EC20 calcium; 0% EC20 calcium, 100% full calcium; 340,000 tested, 0.24% active; activation, % at 7.2 µM;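 active = activation above the mean over all tested compounds plus 3 SD, cut at about 30% in these data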;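 also: rise in fluorescence read as greater calcium sensitivity of cardiac thin filaments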
CAL PDZ FP-1: blocks peptide binding to the human CAL PDZ domain; AID 602252; purified CAL PDZ, TMR-peptide fluorescence polarization, 1 h; 300,000 tested, 0.92% active; Q9HD26; inhibition, % at 24.9 µM;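 active = mean inhibition of at least 30% with at least half of replicates also reaching 30%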;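 also: 0% = DMSO neutral control and 100% = excess unlabeled competitor peptide PRC23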
Cardiac RTF inh: cardiac RTF calcium desensitization. P19429+P45379. IANBD-labeled cardiac RTF, Ca2+ fluorescence. inhibition, % at 7.15 µM. 340,000 tested, 0.12% active;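 active = inhibition above the mean inhibition of all tested compounds plus 3 SD, cut at about 17% in these data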;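 also: assay run at fixed EC70 calcium of 1.6 mM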
SR-BI DiI-HDL act: SR-BI HDL lipid transfer activation; CHO ldlA[mSR-BI] cells, DiI-HDL uptake fluorescence, 3 h; 100 = double the neutral-control signal; activation, % at 12.5 µM; 320,000 tested, 0.096% active;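 active = mean replicate activation of at least 60% and every replicate at or above 60%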;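 also: 0% = median plate neutral-control signal and 100% = twice that signal; values of inactives mirror those of a sister screen read the other way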
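Test system: SR-BI-overexpressing, LDLR-lacking CHO cells; Medium: Ham's F12 with 0.5% BSA, HEPES 25 mM, pH 7.4; Schedule: 3 h, 37 °C; Technique: bottom-read fluorescence, 550/595 nm.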
DAGLB inh: diacylglycerol lipase beta (human) inhibition. Q8NCG7. HEK293T DAGLB membrane lysate, EnzChek fluorogenic substrate. inhibition, % at 5.17 µM. 340,000 tested, 0.059% active. AID 504411; in the data active = inhibition above about 34%;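 also: 0% = enzyme with vehicle and 100% = wells lacking enzyme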
Rtt109 HAT inh: inhibitors of Candida albicans Rtt109/Vps75 histone acetyltransferase; inhibition, % at 34.9 µM; Q5AAJ8; purified Rtt109/Vps75, ThioGlo CoA-SH fluorescence, 4 h; 330,000 tested, 0.16% active;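 active = inhibition of at least 50% in every replicate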
Target sequence (Q5AAJ8 whole entry, looked up): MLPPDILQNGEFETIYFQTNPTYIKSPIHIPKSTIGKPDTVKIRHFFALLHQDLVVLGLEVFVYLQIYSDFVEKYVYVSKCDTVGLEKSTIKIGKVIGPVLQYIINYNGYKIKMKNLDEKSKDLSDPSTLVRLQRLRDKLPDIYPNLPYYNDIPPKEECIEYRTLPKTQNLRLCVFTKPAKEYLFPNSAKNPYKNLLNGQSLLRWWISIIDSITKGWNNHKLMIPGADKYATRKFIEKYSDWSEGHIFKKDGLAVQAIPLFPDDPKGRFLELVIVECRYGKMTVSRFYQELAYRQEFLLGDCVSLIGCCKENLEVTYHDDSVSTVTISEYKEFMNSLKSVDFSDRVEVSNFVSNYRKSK
CAL PDZ FP-2: human CAL PDZ-peptide interaction inhibition; inhibition, % at 20 µM; purified CAL PDZ, TMR-peptide fluorescence polarization, 1 h; Q9HD26; AID 504414; 330,000 tested, 0.02% active;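 active = highest replicate inhibition of at least 40%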;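 also: plate controls were DMSO neutral control wells for no effect and unlabeled competitor peptide control wells for full effect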
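Material – purified CerCALP PDZ construct · Detection – FP readout, S and P plane fluorescence · Measure – percent inhibition from loss of millipolarization · Controls – unlabelled peptide for full inhibition, DMSO wells as neutral · Probe or stimulus – TMR-labelled reporter peptide T*-PRC34 bound in PDZ groove · Times – 1 h at RT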
PKA-R2B activ: activates the human PKA-R2B holoenzyme complex; 340,000 tested, 0.079% active; P22694+P31323; activation, % at 11.4 µM; AID 504700; PKA-R2B holoenzyme dissociation, Cy5-IP20 fluorescence polarization; R2B truncated from residue 108, S112A mutant; 0% DMSO only, 100% 113 µM cGMP;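 active = activation above a cutoff set at the mean over all compounds plus 3 SD, cut at about 18% in these data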;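 also: higher means more holoenzyme dissociation and a rise in polarization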
* hit, by the source's call; i = inactive; . = not tested or not shown.

SMILES	Keap1 Nrf2 FP	C-LANA FP	RTF Ca sens act	CAL PDZ FP-1	Cardiac RTF inh	SR-BI DiI-HDL act	DAGLB inh	Rtt109 HAT inh	CAL PDZ FP-2	PKA-R2B activ
COc1ccc(CCC(=O)NNC(=O)Cn2nc(C)cc2C)cc1	-1.0	-0.1	-0.3	10.9	-2.3	-2.9	-3.5	-2.4	-0.9	9.0
COc1cc(C)cc(C(=O)O)c1C1=C(O)c2cccc(O)c2C(=O)C1=O	-2.1	11.6	2.5	1.5	0.2	13.6	0.6	0.9	-0.3	-6.5
COc1ccc(C(=O)Nn2c(SCC(=O)NC3CCCCC3)nc3ccccc3c2=O)cc1	-1.1	-0.8	6.0	4.8	-1.2	6.8	-1.0	6.7	-0.5	-7.2
CCSc1nnc(N(CCC(=O)O)CCC(=O)O)s1	0.1	-1.6	2.3	-1.7	-18.5	4.0	-2.5	13.1	-0.4	-6.6
CCc1sc(C(=O)NNC(=O)c2cncc(Br)c2)cc1C	-1.9	0.9	1.1	.	-6.6	-0.2	1.0	-4.7	-1.4	-3.9
Cn1c(=O)[nH]c(=O)c2c1nc(NC1CCCCC1)n2CCO	0.6	0.4	-0.2	.	-3.4	14.9	0.3	4.3	0.1	-4.1
CCOc1ccc(NC(=O)CSc2nc(C3CC3)nc3ccccc23)cc1	0.6	1.7	6.6	-0.4	1.4	-31.5	-6.3	11.6	-2.0	4.7
Nc1ccccc1OCCOCCOc1ccccc1N	-2.4	1.1	0.0	6.2	5.7	-2.5	0.6	16.8	-4.5	-11.2
N/C(Cc1ccc(Cl)cc1)=N\OC(=O)Cc1ccc([N+](=O)[O-])cc1	3.7	-0.3	-7.7	0.5	-4.3	19.5	-1.9	-5.4	-2.2	-8.4
Cc1nn(C)cc1CN(C)C(=O)c1cc(COc2ccc(F)cc2F)on1	3.7	0.5	-4.8	-2.3	-10.7	6.5	-0.1	-0.1	-1.7	-14.4
CC(=NNC(=S)Nc1cccc(C)c1)c1ccccn1	-5.0	0.1	-1.6	-3.7	-14.5	-16.2	4.4	-3.1	-5.1	-10.5
O=C(Nc1cccc(NC(=O)c2cccs2)c1)c1ccco1	-3.4	-1.6	-0.8	.	0.1	2.0	0.1	-5.6	-2.5	2.8
O=C(NCCS(=O)(=O)N1CCN(c2ccccc2F)CC1)c1ccc2c(c1)OCO2	2.1	-0.5	-1.3	2.4	-4.1	20.9	3.4	-2.7	-0.6	-1.1
CCOC(=O)C1CCN(C(=O)CCCNC(=O)Cn2cnc3sc(C)c(C)c3c2=O)CC1	-5.8	0.4	1.0	-6.0	2.4	1.7	-0.2	-12.6	-0.6	-1.6
COc1ccc(CCNS(=O)(=O)c2cn(C)nc2C)cc1OC	-3.2	-0.1	2.4	.	-2.3	.	-3.3	15.1	0.0	2.5
C/C=C/CSc1nc2c(c(=O)[nH]c(=O)n2C)n1Cc1ccc(C)cc1	5.9	0.2	8.7	2.2	-4.7	16.6	3.8	-7.8	0.4	9.6
CC(=O)N(/N=C1/C(=O)Nc2ccccc21)c1ccccc1	-3.8	-0.3	-5.0	-3.4	-3.0	12.9	-1.8	-5.8	-1.1	0.7
CN(C(=O)C1CCOC1)c1nnc(-c2cnccn2)s1 (centres undefined)	-2.2	-0.7	6.8	1.7	1.8	-3.4	1.3	-0.6	-3.4	-10.7
O=C(Nc1ccccc1)C1CC(=O)n2ncnc2N1 (centres undefined)	-1.9	0.3	-0.3	-2.9	-6.7	34.5	1.1	14.7	-0.7	-2.6
Nc1nonc1-n1nnc(C(=O)N/N=C/c2c[nH]c3ccccc23)c1-c1ccccc1	6.8	0.5	-4.1	0.2	-3.1	-45.3	-0.4	22.6	-0.2	1.3
COc1cccc(NC(=O)COC(=O)c2cc(S(=O)(=O)N3CCOCC3)ccc2C)c1	0.8	0.7	1.9	-7.0	-6.1	-0.4	-3.0	8.3	-1.2	4.4
O=C(c1cccc(C(=O)N2CCN(c3ncccn3)CC2)c1)N1CCN(c2ncccn2)CC1	1.1	0.2	-2.9	-4.5	-24.2	1.2	1.9	-10.3	0.0	-13.6
O=c1c2cccnc2[nH]c(=S)n1CCCN1CCN(c2ccc(F)cc2)CC1	-3.1	0.0	5.7	-1.4	-13.3	.	1.2	4.5	0.4	6.1
O=C(NCc1ccccn1)C1CCCCC1	-4.4	0.8	-6.2	-0.5	2.9	17.8	-0.8	-17.3	-1.4	-8.7
CCOC(=O)N1CCN(C(c2ccc(C)cc2)c2sc3nc(C)nn3c2O)CC1 (centres undefined)	-2.5	1.2	2.0	0.5	-0.6	14.2	-3.1	2.1	-1.3	10.5
COC1=CC(=O)CC(C)C12Oc1c(Cl)c(OC)cc(OC)c1C2=O (centres undefined)	-2.7	-1.5	0.5	-1.2	11.8	-9.7	0.4	5.8	-1.0	1.6
O=C(Oc1cncc(Cl)c1)c1sccc1Cl	-8.0	-3.8	4.3	0.8	-11.7	17.6	0.3	4.8	0.8	-2.7
O=C(CNc1ccccc1Cl)c1ccc(Br)cc1	-2.4	0.3	-1.7	-3.3	-5.4	-22.9	-2.8	1.4	0.0	-4.4
CCOC(=O)c1c(C)n(C)c2ccc(OC)c(NS(=O)(=O)CC)c12	2.0	1.4	-0.9	1.6	-6.1	2.3	2.9	-4.8	-1.2	-0.5
CCN1C(=O)C(O)(CC(=O)/C=C/C=C/c2ccccc2)c2ccccc21 (centres undefined)	-12.0	-0.8	1.2	-1.4	-3.6	-8.1	1.7	-0.6	-0.8	1.0
O=C(NCC(=O)N1CCCC1)c1cccs1	-1.4	-0.6	1.5	-5.4	-4.6	-5.7	-0.5	-8.7	-0.8	6.3
C=CCOc1c(Cl)cc(/C=N/O)cc1OC	0.8	-0.7	-1.6	-3.0	-0.8	-3.0	-3.2	-3.2	-2.2	-15.5
Cc1cc(C)n(-c2nc(C(F)(F)F)nc3ccccc23)n1	3.9	-4.1	0.7	-2.0	-11.1	35.5	-4.1	-3.0	-1.5	9.8
O=C(O)COc1ccccc1C1C2C(=O)N(c3ccc(F)cc3)C(=O)C2ON1c1ccccc1 (centres undefined)	-3.6	-2.8	3.7	-3.2	-8.7	-3.5	-1.4	-1.6	-0.2	14.1
CC12CCC(C(=O)NCc3ccccc3Cl)(C(Br)C1=O)C2(C)C (centres undefined)	1.7	0.6	9.2	-5.2	11.2	43.9	-1.1	1.0	-0.2	-7.7
O=S1(=O)N=C(N(CCO)/N=C/c2ccccc2F)c2ccccc21	-4.3	0.2	-1.6	-2.0	-6.3	0.9	-1.1	.	-1.8	4.5
CC(C)n1c(=NC(=O)c2ccco2)c(C#N)cc2c(=O)n3ccccc3cc21	-2.5	2.7	3.4	-1.4	-23.4	15.9	0.8	i	-1.0	-4.8
Cc1cc(NC(=O)c2noc3c2CCCCC3)nn1Cc1ccc(Cl)cc1	3.0	1.6	3.9	-3.0	-0.6	-6.3	-3.4	-2.9	.	-9.6
O=C(NC12CC3CC(CC(C3)C1)C2)N1CCC(O)(c2ccc3c(c2)OCO3)CC1	5.2	-1.6	3.5	-0.6	8.2	-12.8	2.7	-0.7	-1.7	5.3
Cc1cc(-c2nnc(CCC(=O)N(CC3CCC3)CC3CCCO3)o2)no1 (centres undefined)	-4.9	-1.7	-0.8	-6.5	-8.6	-16.2	-0.2	-10.0	-0.9	-3.3
Cc1ccc(S(=O)(=O)CCC(=O)OCCOc2cccc(Br)c2)cc1	0.0	0.4	-3.6	.	3.0	3.5	-1.2	4.2	-1.6	-6.4
Cc1ccc(CNCCNCCO)s1	-6.6	7.6	12.7	0.6	-10.0	17.5	-8.1	7.0	1.5	-5.8
Cc1cc(C)c(C#N)c(SCc2nc3ccccc3c(=O)[nH]2)n1	-5.7	1.2	3.4	-1.5	8.5	-19.2	-0.9	9.5	0.2	-20.6
O=[N+]([O-])c1cc(Oc2cccnc2)cc([N+](=O)[O-])c1	-1.1	0.8	-0.1	10.1	0.5	23.8	2.0	.	-0.1	8.3
O=C(NCCc1ccc(Cl)cc1)C12CC3CC(CC(O)(C3)C1)C2	-0.3	-0.7	-2.2	12.0	-3.5	-13.6	2.1	0.7	-0.6	-4.6

4 compounds picked at random from the list so far, as already listed:
SMILES	Keap1 Nrf2 FP	C-LANA FP	RTF Ca sens act	CAL PDZ FP-1	Cardiac RTF inh	SR-BI DiI-HDL act	DAGLB inh	Rtt109 HAT inh	CAL PDZ FP-2	PKA-R2B activ
O=[N+]([O-])c1cc(Oc2cccnc2)cc([N+](=O)[O-])c1	-1.1	0.8	-0.1	10.1	0.5	23.8	2.0	.	-0.1	8.3
Cc1ccc(CNCCNCCO)s1	-6.6	7.6	12.7	0.6	-10.0	17.5	-8.1	7.0	1.5	-5.8
CC(C)n1c(=NC(=O)c2ccco2)c(C#N)cc2c(=O)n3ccccc3cc21	-2.5	2.7	3.4	-1.4	-23.4	15.9	0.8	i	-1.0	-4.8
Cc1cc(-c2nnc(CCC(=O)N(CC3CCC3)CC3CCCO3)o2)no1 (centres undefined)	-4.9	-1.7	-0.8	-6.5	-8.6	-16.2	-0.2	-10.0	-0.9	-3.3

New compounds follow
SMILES	Keap1 Nrf2 FP	C-LANA FP	RTF Ca sens act	CAL PDZ FP-1	Cardiac RTF inh	SR-BI DiI-HDL act	DAGLB inh	Rtt109 HAT inh	CAL PDZ FP-2	PKA-R2B activ
COc1ccc(C(=O)NNC(=O)C(NC(=O)c2ccccc2NC(=O)c2ccco2)C(C)C)cc1 (centres undefined)	2.2	0.1	-3.2	-3.8	-9.0	-5.3	1.0	-1.6	-1.0	-6.1
O=c1cc(COc2ncnc3ccccc23)nc2sccn12	2.6	0.7	1.3	0.5	-6.2	18.5	1.5	1.6	0.6	0.1
Cn1ccnc1C(O)c1ccccc1 (centres undefined)	-0.5	0.5	-4.2	6.2	-0.1	19.8	1.6	-4.8	-0.3	6.4
O=C(N1CCCCC1)N1CCCN(C(=O)N2CCCCC2)CC1	-2.6	0.6	2.0	.	0.9	6.8	0.0	1.8	-0.2	1.4
COc1ccccc1/C=C/C1NC(=O)NC(C)=C1C(=O)OC(C)C (centres undefined)	-3.7	3.3	-0.5	0.2	-6.1	-18.9	1.0	-1.0	0.1	-9.6
O=C(NN1C(=O)/C(=C/c2ccc(O)c(O)c2)SC1=S)c1ccccc1	-17.2	-9.0	8.4	-9.8	-0.3	-48.0	38.6*	-1.5	-3.2	-2.3
COC(=O)c1cccc(COC(=O)c2ccc(CS(=O)(=O)c3ccc(C)cc3)cc2)c1	6.8	0.1	-0.9	1.5	-0.8	46.6	-3.8	-0.5	-0.2	2.2
CCCCC(=O)Nc1nn(CCC)c2nc3ccccc3cc12	-1.3	-0.7	-4.3	.	3.3	-44.3	-4.1	-19.1	0.2	-6.0
COc1ccc(N2C(=O)C3CCCN3C2c2ccc(C)o2)cc1 (centres undefined)	-0.6	2.0	-4.8	.	-2.2	1.1	-2.6	-3.7	-1.4	-3.1
COCc1nc(-c2ccc(-c3ccc(C)cc3)nc2OC)no1	-0.1	-1.1	-6.3	-1.9	12.4	-26.7	-13.3	7.5	-0.3	-18.4
